# TCR act: Activators of T cell receptors: qHTS campaign; primary human leukocytes, anti-CD3, IL-2 HTRF, 48 h; Potency, µM (series often up to 9.22 µM), for the others: top-dose activation of IL-2 secretion, actives largely listed as activators; 330,000 tested, under 10 active; AID 504894, 2011; also: % of control where 0% means no effect
#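 Using a-CD3 beads without co-stimulation, primary human leukocytes were exposed to compounds for 48 hr. An HTRF IL-2 kit measured the cytokine, with europium-to-d2 energy transfer producing emission at 665nm upon 320nm excitation.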
# ELG1 repair inh: qHTS screen for small molecules that inhibit ELG1-dependent DNA repair in human embryonic kidney (HEK293T) cells expressing luciferase-tagged ELG1. HEK293T ELG1-luciferase reporter, luminescence, 16 h; DNA damage induced by 5-fluorouridine. Potency, µM (titrated, usually from 46.1 µM), inactives show at the highest dose activity change, negative = inhibition, most hits filed as inhibitors. hit rate 2.3% among 330,000; also: potency is read from the fitted curve at half-maximal effect; % is scaled to controls: 0 for no effect and ±100 for the full control effect; nearly all actives have a fitted effect of over 55% in size
#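 Overnight (16 hr) co-exposure of 2,000 cells/well to 5-fluorouridine and compound at 37 °C preceded detection. Luciferase was quantified via ONE-Glo luminescence; loss of signal denotes inhibition.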
# Eya2 phos inh: qHTS Assay for Inhibitors of the Phosphatase Activity of Eya2; recombinant Eya2, OMFP fluorescence dephosphorylation (OMFP is methylfluorescein phosphate); Potency, µM (series often up to 76.9 µM), for inactives: at the highest dose activity, negative = inhibition, usual class: inhibitors; hit rate 0.006% among 330,000; AID 488837, 2010; also: potency is read from the fitted curve at half-maximal effect; % is scaled to controls: 0 for no effect and ±100 for the full control effect
#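 Eya2 (0.2 uM) preincubated 10 min at ambient with compound, then OMFP substrate added at 50 uM; 10 min reaction in 50 mM HEPES pH 7.5, 50 mM NaCl, 5 uM MgCl2, 0.05% BSA, 1 mM DTT. Fluorescence read at Ex 485/Em 525 nm.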
# Integrin act MD: qHTS for Activators of Integrin-Mediated Alleviation for Muscular Dystrophy; AID 624291, 2012; Potency, µM (doses to about 38.3 µM), inactives show at the top dose activation, usual class: activators; hit rate 0.064% among 350,000; alpha7betagal myoblasts, beta-gal FDG fluorescence, 48 h;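 also: potency is read from the fitted curve at half-maximal effect; 100% = response of the positive control SU9516; nearly all actives have a fitted effect of over 60% in size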
#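 Alpha7betagal+/- myoblasts (passage 13) were plated 16-24 hr, then exposed to compounds (1:260 dilution of DMSO stock) for 48 hours at 37C. After MPER lysis, β-galactosidase reporter activity was read as FDG fluorescence (ex 480/em 540) after 30 minutes.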
# Tb PFK inh: qHTS Assay to Find Inhibitors of T. brucei phosphofructokinase. Potency, µM (doses to about 57.5 µM), for inactives: at the highest dose activity, negative = inhibition, most hits filed as inhibitors. hit rate 0.17% among 330,000. T. brucei PFK, ADP-Glo luminescence. ATP-dependent 6-phosphofructokinase (Trypanosoma brucei brucei), O15648;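 also: potency is read from the fitted curve at half-maximal effect; 0% = uninhibited 1x PFK enzyme wells and -100% = no-enzyme wells; nearly all actives have a fitted effect of over 60% in size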
#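 Luminescent ADP detection (ADP-Glo, two-step: ATP depletion then ADP-to-ATP conversion for luciferase) reported PFK activity after 45 min room-temperature reaction of 1.25 nM enzyme with 0.5 mM F6P and 0.1 mM ATP at pH 8.0.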
# A-T KAP1 phos: qHTS Assay for Identifying a Potential Treatment of Ataxia-Telangiectasia. […] A-T fibroblasts, KAP-1 phosphorylation AlphaLISA; neocarzinostatin DNA damage 30 min before lysis. Potency, µM (series often up to 57.5 µM), inactives show at the top dose activation, usual class: activators. hit rate 0.19% among 320,000; also: potency is read from the fitted curve at half-maximal effect; % of control where 0% means no effect; nearly all actives have a fitted effect of over 45% in size
#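 ATM-like activity read as KAP-1 phosphorylation via AlphaLISA donor/acceptor antibody pairs after lysis and 6 hr at 25C. Cells were ATM-null patient fibroblasts ([…], hTERT), dosed 60 min, then exposed to the DSB inducer NCS for 30 min.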
# Mito fusion act: qHTS Assay for Small Molecule Inhibitors of Mitochondrial Division or Activators of Mitochondrial Fusion | Potency, µM (highest dose often 46.1 µM), for inactives: at the highest dose growth rescue (activation), actives largely listed as activators | S. cerevisiae fusion-defective mutant growth rescue, CellTiterGlo 48 h | hit rate 0.23% among 320,000;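 also: potency is read from the fitted curve at half-maximal effect; % of control where 0% means no effect; nearly all actives have a fitted effect of over 45% in size; temperature-sensitive fusion mutants such as fzo1-1 at 37 °C on non-fermentable ethanol glycerol medium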
#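 Luminescent cell viability in 1536-well qHTS format served as the measure of rescued growth in ts fusion-mutant S. cerevisiae cultured on non-fermentable YPEG for 48 hours at 37C.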
# BCR signal inh: qHTS Assay to Find Inhibitors of Chronic Active B-Cell Receptor Signaling; ABC-DLBCL IkBa-CBG/CBR reporter, luminescence ratio, 4 h; Potency, µM (series often up to 46.1 µM), for inactives: at the top dose ratio change, negative = lower green/red ratio, usual class: inhibitors; hit rate 0.05% among 340,000; active = well fitted inhibition curve with a large enough effect in the signal ratio, with a control signal flat, not every such curve was filed as active; inconclusive = small, poorly fitted or top-dose-only effect, or effect the other way, or a change in a side signal; the % refers to the signal ratio;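 also: potency is read from the fitted curve at half-maximal effect; plate controls were basal doxycycline-induced cells for no effect and cells given 10 µM MG132 for full effect; MG132 reads +100%, hits lower the ratio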
#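 Cell line TMD8 (human ABC DLBCL), stably expressing tet-inducible CBG68-IkBa fusion and CBR; IMDM/0.5% FBS; cpd up to 46 uM; dox induction, 4 h, 37C/5% CO2; dual luminescence; green/red ratio; MG132 control.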
# TSHR antagonist: Antagonists of the Thyroid Stimulating Hormone Receptor: HTS campaign | Thyrotropin receptor (Homo sapiens), P16473 | TSHR-expressing cells, TSH-stimulated cAMP HTRF, 2 h; active compounds read low | activity change, negative = inhibition, % at 11.5 µM | hit rate 0.2% among 330,000;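 active = activity change below a set negative limit, meaning inhibition stronger than a set level, cut at about -70% in these data; inconclusive = activity change between two set negative limits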; also: % is scaled to controls: 0 for no effect and ±100 for the full control effect
# Target sequence (P16473 whole entry, looked up): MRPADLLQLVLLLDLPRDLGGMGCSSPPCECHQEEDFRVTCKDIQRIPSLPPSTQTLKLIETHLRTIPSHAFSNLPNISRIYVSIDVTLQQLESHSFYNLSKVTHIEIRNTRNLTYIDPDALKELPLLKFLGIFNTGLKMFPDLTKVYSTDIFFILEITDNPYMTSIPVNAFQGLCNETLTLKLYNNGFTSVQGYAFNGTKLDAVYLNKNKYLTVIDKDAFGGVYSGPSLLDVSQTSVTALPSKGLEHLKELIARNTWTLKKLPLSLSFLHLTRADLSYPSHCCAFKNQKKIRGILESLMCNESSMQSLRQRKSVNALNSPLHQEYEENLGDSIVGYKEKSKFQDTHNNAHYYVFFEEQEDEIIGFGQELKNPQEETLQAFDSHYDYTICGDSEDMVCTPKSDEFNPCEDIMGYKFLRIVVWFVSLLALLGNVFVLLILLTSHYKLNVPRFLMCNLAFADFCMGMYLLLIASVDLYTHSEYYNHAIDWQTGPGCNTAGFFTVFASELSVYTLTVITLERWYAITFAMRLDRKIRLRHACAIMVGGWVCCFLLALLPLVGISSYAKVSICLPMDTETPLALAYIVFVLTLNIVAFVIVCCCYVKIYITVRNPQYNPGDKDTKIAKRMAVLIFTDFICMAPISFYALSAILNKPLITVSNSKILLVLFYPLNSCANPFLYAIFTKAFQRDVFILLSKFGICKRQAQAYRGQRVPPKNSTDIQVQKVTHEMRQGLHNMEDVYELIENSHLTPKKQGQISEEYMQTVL
#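 Read-out is FRET at 665 nm (cryptate excitation 337 nm) from a cryptate-tagged anti-cAMP antibody, competed by cell cAMP against cAMP-d2. Compounds are tested on freshly harvested TSHR cells challenged with 4nM TSH (EC80) for 2 hours at 37 deg C.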
# PTAP TSG101 blk: qHTS Assay for Iinhibitors of HIV-1 Budding by Blocking the Interaction of PTAP/TSG101. Tumor susceptibility gene 101 protein (Homo sapiens), Q99816. Fluorescence polarization, FITC-PTAP peptide / Tsg101 binding. Potency, µM (highest dose often 115 µM), for inactives: at the highest dose activity change, negative = inhibition, usual class: inhibitors. 340,000 tested, under 10 active; active = well fitted inhibition curve with a large enough effect in the main read-out, with a control signal flat, not every such curve was filed as active; inconclusive = small, poorly fitted or top-dose-only effect, or effect the other way, or a change in a side signal; inactive = no such curve, though single readings can be large or run the other way; also: potency is read from the fitted curve at half-maximal effect; % of control where 0% means no effect
#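 Steps: Tsg101 binding domain dispensed (10 uM final), compounds pinned in DMSO, FITC-labeled PTAP-motif peptide added (50 nM final); after 20 min binding at room temperature, polarization measured.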
# S-ASM inh: Inhibitors of Secretory Acid Sphingomyelinase (S-ASM): qHTS; placental ASM, HMU-PC fluorogenic substrate, 60 min; Potency, µM (series often up to 57.5 µM), inactives show top-dose activity change, negative = inhibition, hits mostly inhibitors; hit rate 0.006% among 340,000; AID 504937, 2011; also: potency is read from the fitted curve at half-maximal effect
#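 Fluorogenic HMU-PC substrate (9 uM final) is turned over by placental ASM in 60 min at 37 C after a 10 min compound preincubation. Reaction ended by alkaline stop (pH 10), with fluorescence read at 386/447 nm.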
# * marks the source's active call; other numbers are inactive results; i = inactive; ? = inconclusive; / = no result given; [ ] = dose if it differs, or a comment. Unless noted, calls follow the shape of the dose curve; as a rule, active = well fitted curve in the direction sought with a large enough effect; inconclusive = small, poorly fitted or top-dose-only effect, or another doubt; inactive = no such curve, though single readings can be large; an effect the other way counts as inactive or inconclusive. Compounds were not picked by outcome. Share with any hit: about 3.2%.
SMILES,TCR act,ELG1 repair inh,Eya2 phos inh,Integrin act MD,Tb PFK inh,A-T KAP1 phos,Mito fusion act,BCR signal inh,TSHR antagonist,PTAP TSG101 blk,S-ASM inh
COc1cccc(CN2C(=O)Nc3ccccc3C(=O)N2C(C)(C)C)c1,-1.5%,0.7%,-6.9%,6.5%,0.2%,2.1%,3.1%,-6.0%,4.2,-1.4%,2.8%
CN(C(=O)CSc1nc(-c2ccccc2)cn1N)C(c1ccccc1)c1ccccc1,-1.3%,?,-43.3%,2.3%,0.0%,-2.9%,?,?,-11.7,-7.3%,-18.6%
CC(C)N(C)Cc1nnnn1CC(=O)NCCc1cccc(C(F)(F)F)c1,-4.6%,0.1%,-7.6%,4.7%,-3.5%,-3.0%,0.6%,-2.1%,9.8,-6.1%,3.4%
CC(=O)Nc1ccc(S(=O)(=O)NCCOc2ccc(Cl)cc2C)cc1,9.8%,?,-6.3%,-24.9%,0.2%,-3.4%,-0.7%,4.8%,-2.2,-5.9%,-9.1%
O=C(NCc1ccco1)c1nn2c(C(F)(F)F)cc(-c3cccs3)nc2c1Br,5.7%,0.5%,-2.5%,-9.8%,2.1%,2.0%,4.1%,9.2%,-11.1,-1.6%,4.7%
O=C(CNS(=O)(=O)c1c(Cl)cccc1Cl)OCC(=O)N1CCN(c2ccccc2)CC1,-1.5%[46.1 µM],-2.7%,1.3%,-5.4%,-0.1%,2.1%,3.2%,6.1%,0.0,1.1%,-2.0%
O=C(NCCn1cc(SCc2ccccc2)c2ccccc21)c1c(F)cccc1F,-3.5%,?,-9.8%,0.2%,0.4%,8.7%,14.3%,?,-26.8,-1.8%,-7.5%
Cc1ccn2c(=O)nc(SCC(=O)c3ccc(Cl)cc3)nc2c1,-2.7%,?,9.0%,28.9%,-1.0%,-4.6%,-13.7%,13.0%,-2.4,-2.0%,/
c1ccc(Cn2nnnc2C(c2ccccn2)N2CCOCC2)cc1 (stereo not given),0.5%,0.3%,-5.4%,16.1%,-7.4%,2.7%,-0.3%,1.2%,-2.5,-2.4%,1.8%
CCN(CC(=O)Nc1ccccc1OC)CC(=O)Nc1ccccc1-c1ccccc1,0.6%,?,-16.3%,-9.2%,-4.5%,0.7%,-0.4%,1.6%,2.6,-1.1%,-0.7%
CCOc1ccccc1NC(=O)C1CCN(c2ccc(S(=O)(=O)N3CCCC3)cc2)CC1,1.5%,?,2.2%,2.2%,0.3%,6.3%,-0.9%,3.4%,-15.8,-4.4%,-1.6%
COC(=O)c1cc2ccsc2n1Cc1cc(=O)n2ccccc2n1,2.6%,?,2.2%,-14.2%,-2.5%,-10.2%,6.4%,-0.7%,-0.7,-7.9%,4.6%
CCCOc1cccc(C(=O)O)c1,1.3%,16.9%,16.5%,-7.6%,0.1%,-3.5%,-2.9%,-3.4%,-6.1,-1.4%,2.6%
C/C(=N\NC(=S)NC1CCCCC1)c1ccc(C#N)cc1,-0.7%[46.1 µM],5.3%,-3.0%,22.9%,-3.1%,3.1%,0.0%,4.1%,-12.1,-1.8%,-2.9%
CC1=C(Sc2ccccn2)C(=O)NC(C)(C)C1,/,11.6%,4.4%,0.0%,2.2%,-0.6%,-1.6%,2.4%,7.9,-3.7%,7.4%
COc1ccc(CNC(=O)CSc2n[nH]c(C)c2[N+](=O)[O-])cc1,7.8%,19.8%,0.0%,0.6%,0.6%,3.0%,-1.3%,-0.3%,5.0,-2.2%,0.0%
Cc1ccc(C(=O)Nc2ncccc2C)cc1S(=O)(=O)N1CCCCC1,5.3%,?,20.8%,26.8%,-7.0%,2.7%,-1.7%,0.0%,-3.8,-0.9%,-3.2%
Cc1ccccc1C(=O)N1CC(=O)Nc2ccc(F)cc2C1c1ccccc1 (stereo not given),-2.8%,4.6%,?,15.6%,-3.3%,3.3%,-7.2%,-9.8%,-3.3,-1.7%,1.8%
CCOC(=O)CSc1nc2c(c(=O)n(C)c(=O)n2C)n1Cc1ccccc1F,-4.4%,3.2%,9.2%,6.3%,3.3%,6.8%,3.4%,-1.0%,-7.3,-3.9%,0.7%
CCc1cn([C@H]2C[C@H](O)[C@@H](CO)O2)c(=O)[nH]c1=O,-5.8%,-15.1%,2.5%,/,-1.6%,6.6%,-1.5%,-1.0%,5.6,-1.9%,1.0%
CCn1cc(C(=O)NCc2cccnc2)c(=O)c2cc(F)c(N3CCN(C(=O)c4ccco4)CC3)cc21,-7.0%,20.6µM*,-2.4%,-42.4%,-0.8%,-1.4%,1.1%,12.2%,-22.4,0.2%,4.9%
COc1cccc(CC(NC(C)=O)C(=O)NC2CCN(C(=O)C3CC3)CC2)c1OC (stereo not given),-2.1%,0.6%,9.1%,0.0%,-3.3%,1.3%,0.0%,-5.1%,8.1,-7.6%,5.9%
O=c1cc(C(F)(F)F)[nH]c(=O)n1C1CCCCC1,0.0%,8.2%,-7.0%,9.7%,23.4%,15.2%,1.9%,0.1%,33.4,-7.0%,4.2%
COc1cc(CNc2ccc(S(N)(=O)=O)cc2)ccc1OCC(=O)NC1CCCCC1,4.8%,?,10.3%,4.4%,0.1%,-0.1%,1.4%,-6.6%,-8.7,-0.8%,-1.8%
COc1cc(C(C)=O)ccc1OCC(=O)N1CCc2ccccc2C1,3.5%,15.4%,-3.8%,3.8%,-0.9%,3.1%,8.4%,-1.6%,-4.0,-0.9%,-0.7%
COc1ccc(OC)c(C2C(C(C)=O)=C(O)C(=O)N2CCc2ccc(OC)c(OC)c2)c1 (stereo not given),5.2%[46.1 µM],14.7%,3.8%,22.5%,?,3.4%,-2.5%,-2.0%,15.2,-3.0%,1.4%
CC1CCN(C(=O)CN(c2ccc3c(c2)OCO3)S(C)(=O)=O)CC1,3.1%,3.8%,5.4%,-3.3%,-6.7%,-1.7%,1.8%,12.1%,2.7,-0.9%,2.7%
CCCn1cc2c(c1-c1ccc(C)cc1)c(=O)n(C)c(=O)n2C,4.4%,-4.4%,-15.2%,0.6%,-3.3%,2.7%,6.0%,4.9%,13.6,-1.1%,-1.8%
Cc1cc(C)c(NC(=O)COC(=O)/C=C/c2cccs2)c(C)c1,-2.8%[46.1 µM],15.2%,2.1%,16.9%,0.2%,0.7%,-9.7%,5.0%,-3.0,-8.9%,7.4%
O=C1NC(CCc2ccccc2)C(=O)N1Cc1cccc2ccccc12 (stereo not given),-2.4%[46.1 µM],-9.6%,-2.3%,5.9%,-0.2%,7.1%,13.9%,-16.8%,75.5,-4.1%,-5.7%
COc1cc(NC(=S)N2c3ccccc3CC2C)cc(OC)c1 (stereo not given),-8.4%,-15.3%,3.1%,-7.6%,2.7%,-2.2%,-10.8%,-12.8%,-4.1,0.4%,-0.9%
CCC(=O)Nc1ccc(S(=O)(=O)N2CCc3ccccc3C2)cc1,3.5%,?,8.6%,21.8%,-0.1%,8.7%,0.7%,-2.6%,1.0,-5.8%,3.0%
CC(C)c1cc(=O)oc2c3c4c(cc12)CCCN4CCC3,/,-2.4%,-4.1%,-9.9%,2.0%,?,?,?,12.9,?,i

# From PubChem BioAssay
